Screening data from PubChem.
KCNQ1 act – potentiates or activates the human KCNQ1 potassium channel; CHO-K1 KCNQ1, thallium flux FluxOR fluorescence; active compounds read high; B-score at 10 µM; 0.35% of 310,000 active;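 active = fluorescence ratio B-score, a plate-corrected score, at least three library SD, with initial intensity B-score within 5 SD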
Target sequence (P51787 whole entry, looked up): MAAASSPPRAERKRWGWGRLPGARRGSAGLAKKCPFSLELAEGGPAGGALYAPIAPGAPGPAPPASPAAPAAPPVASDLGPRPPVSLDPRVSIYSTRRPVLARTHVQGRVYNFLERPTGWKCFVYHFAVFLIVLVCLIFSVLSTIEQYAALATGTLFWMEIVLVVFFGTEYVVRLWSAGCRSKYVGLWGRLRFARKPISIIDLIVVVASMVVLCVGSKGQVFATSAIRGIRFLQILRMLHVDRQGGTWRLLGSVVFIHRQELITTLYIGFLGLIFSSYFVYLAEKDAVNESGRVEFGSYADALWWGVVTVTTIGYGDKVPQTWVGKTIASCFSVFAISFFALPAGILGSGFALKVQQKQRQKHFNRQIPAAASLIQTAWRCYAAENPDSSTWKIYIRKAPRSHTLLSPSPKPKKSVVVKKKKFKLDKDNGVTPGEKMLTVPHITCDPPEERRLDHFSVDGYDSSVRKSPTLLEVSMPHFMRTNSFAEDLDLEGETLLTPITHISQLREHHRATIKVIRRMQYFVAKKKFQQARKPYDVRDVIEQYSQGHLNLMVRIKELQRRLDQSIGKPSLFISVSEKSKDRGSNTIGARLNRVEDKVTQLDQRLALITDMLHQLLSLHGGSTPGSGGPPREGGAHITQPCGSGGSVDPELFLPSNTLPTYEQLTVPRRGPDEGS
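System: Stable KCNQ1 CHO-K1 line | Incubation: 90 min dye loading and 20 min compound exposure, both at room temperature | Measure: Ratio B score | Medium: Assay buffer for compound exposure, DMSO matched across wells | Compound dosing: Single-concentration screen | Probe or stimulus: K+/Tl+ depolarizing stimulus | Measured by: Kinetic FluxOR fluorescence, 10 s baseline plus 110 s post-stimulus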
KCNK3 block – human KCNK3 channel inhibition, primary screen; AID 602410; 0.84% of 340,000 active; B-score at 10 µM; CHO-KCNK3 thallium flux, FluxOR fluorescence; active compounds read low;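 active = B-score under library mean minus 4 SD, starting fluorescence ratio at most library mean plus 5 SD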;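 note: more negative B-score means stronger inhibition of thallium flux through KCNK3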
Target sequence (O14649 whole entry, looked up): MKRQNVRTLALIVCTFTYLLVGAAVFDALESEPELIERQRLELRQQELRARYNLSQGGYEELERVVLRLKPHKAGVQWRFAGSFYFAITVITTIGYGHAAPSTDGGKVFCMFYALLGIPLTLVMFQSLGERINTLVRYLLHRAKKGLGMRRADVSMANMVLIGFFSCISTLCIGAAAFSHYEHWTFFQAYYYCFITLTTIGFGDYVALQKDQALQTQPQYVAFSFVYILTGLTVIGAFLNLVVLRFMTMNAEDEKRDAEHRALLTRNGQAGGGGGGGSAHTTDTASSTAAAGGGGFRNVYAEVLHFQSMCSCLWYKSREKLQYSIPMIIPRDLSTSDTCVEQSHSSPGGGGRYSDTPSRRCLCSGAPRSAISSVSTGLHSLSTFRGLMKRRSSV
GSK3beta inhib – blocks human GSK3beta kinase activity; activity score (negative = inhibition), % at 10 µM; P49841; 0.038% of 300,000 active; GST-GSK3beta kinase, ADP-Glo luminescence, 60 min; active compounds read low;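 active = more than half of replicate wells score below -50%, meaning over 50% inhibition versus plate controls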;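 note: 0% = median DMSO wells and -100% = median GW8510 positive control wells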
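Assay system: GST-fused GSK3beta enzyme, cell-free / Medium: Tris pH 7.5 buffer with MgCl2, DTT, BSA, heparin / Also added: peptide substrate plus 25 µM ATP (final) / Compound: 10 µM single point / Timing: kinase reaction with compound 60 min at room temperature / Detection: ADP-Glo luminescence / Benchmarks: DMSO neutral wells and GW8510 at 20 µM as positive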
KCNQ1 block – inhibitors of human KCNQ1 potassium channel; 1.3% of 310,000 active; CHO-K1 KCNQ1, FluxOR thallium flux fluorescence; active compounds read high; P51787; B-score at 10 µM;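 active = compounds whose thallium flux B-score, printed positive for inhibition, exceeds three library SD while starting fluorescence stays within three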;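 note: channel opened by potassium depolarization with thallium stimulus after 20 min compound exposure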
GSK3 alpha inh – inhibitors of human GSK-3 alpha kinase. inhibition, % at 10 µM. AID 2650. ADP-Glo luminescence, 60 min. P49840. 0.1% of 320,000 active;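 in the data active = inhibition above about 50%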;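 note: GST-tagged GSK-3 alpha with peptide substrate and 25 µM ATP; 0% = DMSO neutral wells and 100% = GW8510 positive control wells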
RGS4 inh – human RGS4 inhibition | B-score at 10 µM | AID 463165 | HEK293 M3R/RGS4 inducible, Fluo-4 calcium flux; active compounds read high; triggered by carbachol at its EC20 | 0.45% of 310,000 active;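 active = B-score, a plate-corrected calcium signal, over three deviations above library mean, with baseline fluorescence within five deviations of library mean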;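 note: RGS4 expression induced by doxycycline in cells with stable M3 receptor; B-score is computed from the integrated fluorescence ratio over baseline after carbachol; higher B-score means a larger calcium signal and so more RGS4 inhibition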
hERG rescue – shields human hERG channel from block by proarrhythmic agents | Q12809 | CHO-hERG, FluxOR thallium flux, dofetilide IC70 present | activation (rescue from dofetilide block), less the hit threshold, % at 10 µM | 0.51% of 310,000 active | AID 1511;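 active = activation above the mean of controls blocked by dofetilide plus 5 SD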;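 note: thallium influx through hERG after potassium depolarization seen as dye fluorescence rise; in these data hits start at about 4.7%; inactives centre near -7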
RGS4 pot – RGS4 potentiation or activation; HEK293 M3R/inducible RGS4, carbachol calcium flux Fluo4; active compounds read low; B-score at 10 µM; 0.92% of 310,000 active; AID 463111;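 active = B-score of the integrated calcium signal more than 4 SD below the library mean, with starting fluorescence not abnormally high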;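 note: negative B-score means reduced calcium response which marks RGS4 activation or potentiation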
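Material: Inducible-RGS4 HEK293 cells carrying M3 receptor; also added: carbachol at ECmax as muscarinic agonist stimulus; incubation: compound preincubation 20 min at room temperature before agonist; signal: Fluo4-AM (2 µM) calcium-flux fluorescence, kinetic read; measure: integrated calcium ratio converted to B score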
KCNK9 block – human KCNK9 channel inhibition; Q9NPC2; HEK293 KCNK9, FluxOR thallium flux fluorescence; active compounds read low; B-score at 10 µM; 1.2% of 310,000 active;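 active = ratio B-score over 3 SD below the library mean, with starting fluorescence within 5 SD of its mean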;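 note: negative B-score means less thallium flux so channel inhibition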
Dyrk1A ADPGlo – Dyrk1A (rat) kinase inhibition. Q63470. ADP-Glo luminescence, NFATc1 peptide. inhibition, % at 12.5 µM. 0.43% of 310,000 active; in the data active = inhibition above about 50%;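 note: plate controls were vehicle with enzyme for no effect and no enzyme for full effect; many of its hits are not listed in these tables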
PolyA inh – blocks polyadenylation in yeast reporter cells | calls only at 12 µM | S. cerevisiae SKY197-pL101 polyadenylation reporter, beta-gal luminescence; efflux-impaired pdr1/pdr3 knockout yeast; score 100 = 6 SD above DMSO | AID 1875 | 0.02% of 300,000 active;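 active = lowest replicate activity score at least 50, where 100 means six control SD above control mean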;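 note: yeast exposed to compound for 9 h at 30 °C; higher score means more reporter readthrough which indicates perturbed polyadenylation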
* marks the source's active call; other numbers are inactive results; i = inactive; / = not tested or not shown. Not all compounds are listed. The share of hits here may be higher or lower than overall.

The line under a structure holds: KCNQ1 act, KCNK3 block, GSK3beta inhib, KCNQ1 block, GSK3 alpha inh, RGS4 inh, hERG rescue, RGS4 pot, KCNK9 block, Dyrk1A ADPGlo, PolyA inh
1	CCCCn1c(N)c(N(CCOC)C(=O)CSc2n[nH]c(-c3ccc(C)cc3)n2)c(=O)[nH]c1=O
→ i, i, 5, i, -2, i, -8, i, i, 12, i
2	CN1CCC(N(C)S(=O)(=O)c2ccc(NC(=O)COc3cccc(Cl)c3)cc2)CC1
→ i, i, 0, i, -3, i, -14, i, i, -12, i
3	CC12CC3CC(C)(C1)CC(C(=O)N1CCN(C(=O)c4ccco4)CC1)(C3)C2
→ i, i, 1, i, -2, i, -14, i, i, -4, i
4	CC(=O)c1ccc(NC(=O)C2CCC(C)NC2=O)cc1 (stereo not drawn)
→ i, i, 0, i, -2, i, -5, i, i, -2, i
5	CN(C)S(=O)(=O)c1ccc(C(=O)Nc2ccccc2[N+](=O)[O-])cc1
→ i, i, 4, i, -3, i, -5, i, i, -3, i
6	Cc1ccccc1N1CCN(C2CCCN(C(=O)c3cc(C(C)C)[nH]n3)C2)CC1 (stereo not drawn)
→ i, i, 0, i, 1, i, -10, i, i, 2, i
7	Cc1cccc(C)c1NS(=O)(=O)c1ccc(NC(=O)c2ccc(Cl)c([N+](=O)[O-])c2)cc1
→ i, i, -4, i, -3, i, -6, i, i, -2, i
8	NC(=O)C1CCCN(Cc2ccc(Cl)cc2)C1 (stereo not drawn)
→ i, i, -1, i, /, i, -12, i, i, -6, i
9	Cc1ccnc(NC(=O)c2sc3ccccc3c2Cl)c1
→ i, i, 0, i, 2, i, -6, i, i, -4, i
10	COc1cccc(C(=O)Nc2cc(C(F)(F)F)ccc2Cl)c1
→ i, i, -2, i, -3, i, -6, i, i, 2, i
11	CCOc1ccccc1NC(=O)Cn1nnc(-c2ccc(OCC)c(OCC)c2)n1
→ i, i, 2, i, -8, i, -3, i, i, -3, i
12	CCCCCCn1c(CN2CCCCC2CC)nc2c1c(=O)n(C)c(=O)n2C (stereo not drawn)
→ i, i, 4, i, -1, i, -6, i, i, 6, i
13	O=C(Nc1ccc(F)cc1F)C1CCN(C(=O)c2ccc(Br)cc2)CC1
→ i, i, 3, i, -1, i, -7, i, i, -3, i
14	CCSc1nnc(NC(=O)/C=C/c2ccco2)s1
→ i, i, 5, i, -1, i, -15, i, i, -3, i
15	COc1ccc(CN2CCCC(CNC(=O)c3ccc(F)cc3)C2)c(F)c1 (stereo not drawn)
→ i, i, 0, i, -3, i, -9, i, i, -42, i
16	O=C(O)C1CC=CCC1C(=O)NC1CCCCC1 (stereo not drawn)
→ i, i, -3, i, -1, i, -4, i, i, -3, i
17	OCCC1CN(Cc2cccc(-n3cccn3)c2)CCN1Cc1ccccc1 (stereo not drawn)
→ i, i, -3, i, 4, i, -7, i, i, 3, i
18	COc1ccc(N(CC(=O)NC2CCCCCCC2)S(=O)(=O)c2c(C)nn(C)c2C)cc1
→ i, i, -1, i, -1, i, -7, i, i, 4, i
19	Cc1ccccc1-c1nc(CN2CCC(C(=O)NCc3cccs3)CC2)c(C)o1
→ i, i, -2, i, -4, i, -15, i, i, -2, i
20	O=C(NCCCN1CCOCC1)c1ccc(N2CCCC2)c([N+](=O)[O-])c1
→ i, i, -2, i, 2, i, 1, i, i, -1, i

The list goes on, overlapping the part above by 3 compounds.
The line under a structure holds: KCNQ1 act, KCNK3 block, GSK3beta inhib, KCNQ1 block, GSK3 alpha inh, RGS4 inh, hERG rescue, RGS4 pot, KCNK9 block, Dyrk1A ADPGlo, PolyA inh
18	COc1ccc(N(CC(=O)NC2CCCCCCC2)S(=O)(=O)c2c(C)nn(C)c2C)cc1
→ i, i, -1, i, -1, i, -7, i, i, 4, i
19	Cc1ccccc1-c1nc(CN2CCC(C(=O)NCc3cccs3)CC2)c(C)o1
→ i, i, -2, i, -4, i, -15, i, i, -2, i
20	O=C(NCCCN1CCOCC1)c1ccc(N2CCCC2)c([N+](=O)[O-])c1
→ i, i, -2, i, 2, i, 1, i, i, -1, i
21	O=C(Nc1nc2ccccc2n1Cc1ccccc1)c1ccco1
→ i, i, 2, i, 1, i, -4, i, i, -3, i
22	CN(C)C(=O)C(OC(=O)c1ccc2c(c1)CCCC2)c1ccccc1 (stereo not drawn)
→ i, i, -2, i, 2, i, -16, i, i, -9, i
23	CCOC(=O)c1c(NC(=O)CC2SC(=NC)N(C)C2=O)sc(C)c1C (stereo not drawn)
→ i, i, 0, i, -3, i, -12, i, i, 2, i
24	Cc1ccc(/C=C/C(=O)OCC(=O)N2CC(=O)Nc3ccccc32)o1
→ i, i, -5, i, 0, i, -3, i, i, -5, i
25	CCOCCCNC(=O)c1ccc2c(c1)ncn2-c1ccc(C)cc1C
→ i, i, -1, i, -6, i, -8, i, i, 4, i
26	COc1ccc(C(=O)n2cc(C(=O)c3cc(C)ccc3O)cn2)cc1
→ i, i, -1, i, -3, i, -5, i, i, -1, i
27	CCc1ccc(OCc2ccc(C(=O)OC)o2)cc1
→ i, i, -1, i, -2, i, -4, i, i, 2, i
28	COc1ccc(NC(=S)N(CCN(C)C)Cc2cccs2)cc1
→ i, i, 1, i, 0, i, -5, i, i, /, i
29	CC(C)CC(CO)N1CCN(C(=O)c2cccc(C(F)(F)F)c2)CCC1=O (stereo not drawn)
→ i, i, 0, i, 0, i, -5, i, i, -10, i
30	Cc1cc(C)n(Cc2ccccc2)c(=O)c1S(=O)(=O)c1ccccc1
→ i, i, -1, i, -1, i, -5, i, i, 0, i
31	O=C(CSC1=NC2(CCCCCC2)N=C1c1ccccc1)Nc1ccc2c(c1)OCCO2
→ i, i, 1, i, /, i, -11, i, i, 0, i
32	O=C(NCCc1ccccn1)C1CCCN1S(=O)(=O)c1ccc(Cl)cc1 (stereo not drawn)
→ i, i, /, i, -4, i, -7, i, i, -1, i
33	O=C(COc1ccc(S(=O)(=O)N2CCOCC2)cc1)NC1CCCC1
→ i, i, 0, i, 0, i, -9, i, i, 1, i
34	COC(CNC(=O)CN1CCN(Cc2ccccc2F)C1=O)OC
→ i, i, 0, i, -2, i, -5, i, i, 5, i
35	O=C(c1ccc(NC(=S)NCc2ccc(Cl)cc2)cc1)N1CCCCC1
→ i, i, 1, i, -2, i, -8, i, i, -3, i
36	CCOc1ccc(Cl)cc1CN1CCOCC1
→ i, i, 4, i, -2, i, -2, i, i, -3, i
37	COc1ccc(NS(=O)(=O)c2ccc3oc(SCc4ccc(F)cc4)nc3c2)cc1
→ i, i, 5, i, -4, i, -8, i, i, -3, i
38	CC(C)(C)c1cc(=O)n2[nH]c(N)nc2n1
→ i, i, 0, i, 1, i, -3, i, i, -1, i
39	CC1CN(S(=O)(=O)c2cc(C(=O)NCCC3=CCCCC3)ccc2Cl)CC(C)O1 (stereo not drawn)
→ i, i, -2, i, 0, i, -8, i, i, -5, i
40	CCCCSc1nc(C)nc2c1c(=O)n(C)c(=O)n2C
→ i, i, 1, i, -4, i, -3, i, i, 5, i

The line under a structure holds: KCNQ1 act, KCNK3 block, GSK3beta inhib, KCNQ1 block, GSK3 alpha inh, RGS4 inh, hERG rescue, RGS4 pot, KCNK9 block, Dyrk1A ADPGlo, PolyA inh
41	CCc1ccc(Nc2ccc3nonc3c2[N+](=O)[O-])cc1
→ i, i, 0, i, 0, i, -12, i, i, /, i
42	Cc1cc(=O)[nH]c2nnnn12
→ i, i, 0, i, 3, i, -8, i, i, -4, i
43	COc1ccc(N2CCN(C(=O)CSc3nnc(COc4cccc5cccnc45)o3)CC2)cc1
→ i, i, 1, i, -3, i, -4, i, i, 7, i
44	Cc1csc(NC(=O)c2ccc3ccccc3n2)n1
→ i, i, 2, i, 0, i, -6, i, i, 2, i
45	CN(CC(=O)NC1CC(C)(C)NC(C)(C)C1)S(=O)(=O)c1cc(Cl)ccc1Cl
→ i, i, 2, i, 0, i, -9, i, i, -3, i
46	O=C(Nc1ccccc1)c1ccc(Nc2c([N+](=O)[O-])cc([N+](=O)[O-])c3ccccc23)cc1
→ i, i, -4, i, -1, i, -13, i, i, 2, i
47	C/C(=N\NS(=O)(=O)c1ccccc1)c1cc(Cl)cc(Cl)c1O
→ i, i, -2, i, -6, i, -11, i, i, -3, i
48	CC(OC(=O)c1ccc(NC(=O)CC#N)cc1)C(=O)Nc1nc(-c2ccccc2)cs1 (stereo not drawn)
→ i, i, -4, i, /, i, -23, i, i, 0, i
49	Cc1ccc2nc(Nc3nc(C)cc(-c4ccccc4)n3)[nH]c(=O)c2c1
→ i, i, -2, i, 3, i, -11, i, i, 5, i
50	COc1cccc(NC(=O)C2C3CCC4C(CCC32)C4(Cl)Cl)c1 (stereo not drawn)
→ i, i, 2, i, -1, i, -12, i, i, 1, i
51	CCn1c(CNC(=O)c2ccc(OC)c(OC)c2)nnc1SCC(=O)Nc1ccc(OC)cc1
→ i, i, 3, i, -1, i, -8, i, i, -5, i
52	C=CCN=C1CC(C)(C)C(C(=O)OC)C(O)=C1C(=O)CCC (stereo not drawn)
→ i, i, -2, i, 1, i, -4, i, i, -1, i
53	CS/C(=C\[N+](=O)[O-])Nc1ccc(Cl)cc1
→ i, i, -1, i, -5, i, -8, i, i, -1, i
54	COc1ccc(-c2csc3nc(C)nc(N4CCCCC4)c23)cc1OC
→ i, i, 4, 6*, 0, i, -10, i, i, 2, i
55	CN(C)CCCCOc1ccc(F)cc1
→ i, i, -2, i, -1, i, -8, i, i, 2, i
56	CCOC(=O)C(C)Sc1ncc(-c2ccc(Cl)cc2)cn1 (stereo not drawn)
→ i, i, 2, i, -2, i, -6, i, i, 0, i
57	Cc1cnc(N)c2c(=O)oc3ccccc3c12
→ i, i, 4, i, 3, i, -1, i, i, 14, i
58	COc1cc(NC(=O)c2ccc(C)cc2)ccc1NC(=O)c1cc2ccccc2o1
→ i, i, 1, i, -1, i, -6, i, i, 6, i
59	O=C(Cn1c(=O)n(Cc2ccco2)c(=O)c2c3c(sc21)CCCCC3)Nc1ccccc1
→ i, i, 5, 6*, -3, i, 1, i, i, 3, i
60	O=C(NCc1ccc(Cl)cc1)c1cccnc1
→ i, i, -1, i, 1, i, -4, i, i, 2, i
61	O=C1CC(=O)Nc2cc(S(=O)(=O)N3CCOc4ccc(Cl)cc43)ccc2N1
→ i, i, -2, i, 2, i, -5, i, i, 1, i
